Screens deposited in PubChem by several laboratories.
Her2 expr inh – inhibitors of human Her2 kinase expression | P04626 | SKBR-3 HER2 protein level, AlphaScreen, 18-24 h; hits give low values | HER2 level % of control, % at 10 µM | 0.69% of 65,000 active;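 active = HER2 level under 5% of the carrier-only control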;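 also: 100% = DMSO carrier and 0% = 500 nM PU-H71 HSP90 inhibitor; lower value means stronger loss of Her2 protein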
A340 absorber – compounds absorbing at 340 nm; compound absorbance at 340 nm, fold over control; fold change at 10 µM; 65,000 tested, under 10 active; AID 708;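 active = at 10 µM dose, initial 340 nm absorbance at least 2 fold that of control wells; inactive = change under 2 fold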;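 also: initial absorbance extrapolated from kinetic A340 decline of NADH oxidation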
JNK3 inh – inhibitors of human JNK3 kinase | P53779 | purified JNK3 kinase activity, HTS | inhibition, % at 8 µM | 0.61% of 60,000 active; in the data active = inhibition above about 17%;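 also: 0% = DMSO and 100% = reference inhibitor; many of its hits are not listed in these tables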
Target sequence (P53779 whole entry, looked up): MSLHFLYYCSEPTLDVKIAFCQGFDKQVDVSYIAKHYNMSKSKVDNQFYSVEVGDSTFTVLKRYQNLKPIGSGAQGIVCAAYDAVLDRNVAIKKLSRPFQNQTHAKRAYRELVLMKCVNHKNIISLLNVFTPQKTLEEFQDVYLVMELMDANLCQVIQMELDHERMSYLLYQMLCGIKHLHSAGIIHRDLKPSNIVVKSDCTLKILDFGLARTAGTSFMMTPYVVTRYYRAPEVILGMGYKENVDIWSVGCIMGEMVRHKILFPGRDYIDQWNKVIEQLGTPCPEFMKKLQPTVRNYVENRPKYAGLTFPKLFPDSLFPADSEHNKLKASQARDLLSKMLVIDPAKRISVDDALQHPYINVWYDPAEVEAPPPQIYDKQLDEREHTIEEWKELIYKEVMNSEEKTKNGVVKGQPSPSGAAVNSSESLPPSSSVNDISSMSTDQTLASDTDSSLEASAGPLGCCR
Cdc25B inh – inhibitors of human Cdc25B phosphatase; recombinant Cdc25B, OMFP fluorescence Ex485/Em525; inhibition, %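 (compounds tested at 10 µM final in the well)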; 0.1% of 65,000 active; AID 368; in the data active = inhibition above about 50%
Autofluor 339 – intrinsic fluorescence of library compounds, ex339/em460 – biochemical, MLSMR library, data from DPM-DC assay, artefact control, profiling panel. compound autofluorescence, ex339/em460 nm, NADH buffer; hits give high values; 1 = no-compound wells, NADH background. fluorescence fold increase at 10 µM. 5.5% of 65,000 active. AID 709;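 active = at 10 µM, mean starting fluorescence two-fold or more over control wells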;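 also: signal is the first read of a kinetic run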
ROCK2 blocker – ROCK2 (human) kinase inhibition. O75116. 0.35% of 60,000 active. purified ROCK2, Kinase-Glo ATP depletion luminescence. inhibition, % at 6 µM;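 active = inhibition above the screen-wide mean inhibition plus 3 SD, cut at about 18% in these data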;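 also: plate controls were DMSO wells for no effect and Y-27632 control wells after no-enzyme background subtraction for full effect; many of its hits are not listed in these tables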
DUSP1 inh – human dual specificity phosphatase 1 inhibition; P28562; recombinant MKP-1, OMFP hydrolysis fluorescence; inhibition, %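 (compounds tested at a single concentration somewhere between 10 and 100 µM)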; 0.15% of 65,000 active; AID 374;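 active = inhibition above about 50%, limit read from the data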;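 also: 0% = DMSO max control wells and 100% = wells with enzyme stopped by NaOH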
Target sequence (P28562 whole entry, looked up): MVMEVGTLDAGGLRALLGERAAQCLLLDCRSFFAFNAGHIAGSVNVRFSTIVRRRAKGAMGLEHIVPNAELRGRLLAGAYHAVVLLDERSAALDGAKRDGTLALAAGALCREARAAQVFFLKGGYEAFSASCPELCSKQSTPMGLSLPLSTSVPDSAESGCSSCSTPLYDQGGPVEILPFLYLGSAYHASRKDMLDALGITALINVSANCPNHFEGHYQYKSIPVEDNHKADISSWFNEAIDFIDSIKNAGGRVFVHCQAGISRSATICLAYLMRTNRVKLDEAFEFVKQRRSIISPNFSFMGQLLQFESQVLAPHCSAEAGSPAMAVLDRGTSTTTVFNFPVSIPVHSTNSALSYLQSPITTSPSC
PKA inh – PKA (human) kinase inhibition. P17612. inhibition, % at 6 µM. AID 524. 0.1% of 65,000 active. PKA Kemptide phosphorylation, Kinase-Glo ATP luminescence;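 active = inhibition above the screen-wide mean inhibition plus 3 SD, cut at about 21% in these data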; also: many of its hits are not listed in these tables
Hsp90 block – displaces geldanamycin probe from tumor Hsp90; inhibition, % at 30 µM; AID 429; 0.35% of 64,000 active; NCI-N417 lysate Hsp90, Cy3B-geldanamycin FP displacement;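 active = inhibition above 50%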;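 also: 0% = tracer plus lysate wells and 100% = tracer alone without lysate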
Numbers without * were called inactive; · = not tested or not shown.

cpd	canonical_smiles	Cdc25B inh	JNK3 inh	Autofluor 339	ROCK2 blocker	PKA inh	Hsp90 block	A340 absorber	Her2 expr inh	DUSP1 inh
1	C=CCOC(=O)C1=C(C)NC(SC)=C(C#N)C1c1ccc(OCC)cc1 (stereo not drawn)	3	-2	1.3	5	8	-2	1	78	23
2	CC(C)[C@H](NC(=O)Nc1ccc2c(c1)OCCO2)C(=O)O	10	1	1.1	0	1	0	1	55	18
3	NC(=O)c1ccc(F)cc1	-7	-3	1.1	-1	-5	-1	1	87	3
4	Cc1c(NC(=O)c2nn(C)c(=O)c3ccccc23)c(=O)n(-c2ccccc2)n1C	-2	-1	1	4	9	-1	1	96	-2
5	c1ccc(C2=NCCCN2)cc1	-4	-6	1.1	-2	-8	0	0.98	140	8
6	O=C(NCc1ccco1)c1ccc(S(=O)(=O)c2cccc(S(=O)(=O)N3CCOCC3)c2)cc1	-2	-4	1.1	-3	-8	7	1.1	93	15
7	O=C(CCN1C(=O)c2ccncc2C1=O)Nc1ccc2c(c1)OCCO2	-3	6	0.95	4	10	-5	0.97	105	-10
8	Cn1c(=O)c2[nH]c(CN(Cc3ccccc3)Cc3ccccc3)nc2n(C)c1=O	-7	2	1.1	0	-2	-2	1	83	-1
9	O=c1cc(-c2ccccc2)nc(N2CCN(Cc3ccccc3)CC2)[nH]1	-3	8	1.1	1	-4	-6	1.1	94	16
10	O=C(OCc1nnc(-c2ccc(Cl)cc2)o1)c1ccc(=O)n(Cc2ccccc2)n1	0	·	1	·	10	-6	0.98	53	6
11	Cc1ccc(C)c(Cn2nnc3c(=O)[nH]c(C4CCCN(C(=O)CC(C)C)C4)nc32)c1 (stereo not drawn)	-8	5	0.98	-1	-1	-1	1	95	13
12	CN1CCc2c(sc3c2c(=O)n(-c2ccccc2)c2nnc(SCc4ccc(F)cc4)n32)C1	13	2	1.4	1	7	-9	1	101	13
13	O=C(Nc1ncc2c(n1)CC(c1ccco1)CC2=O)c1ccc(Cl)cc1 (stereo not drawn)	-5	0	1.1	1	9	-2	1	81	-11
14	CC(C)CC(NC(N)=O)C(=O)OCC(=O)NC(=O)NC1CCCC1 (stereo not drawn)	7	4	1.1	0	1	-1	1	100	20
15	Cn1c(-c2ccc3ccccc3n2)nc2cnccc21	6	2	1.4	-1	1	-2	1.1	49	5
16	O=C(c1ccco1)N1CCCSC1=Nc1ccccc1	-10	10	1	6	16	-3	1	119	20
17	CCOC(=O)N1CCN(S(=O)(=O)c2cc(Cl)ccc2Cl)CC1	-3	·	1	·	10	-9	0.99	114	-5
18	COc1ccc(NC(=O)N2CCCC2C(=O)Nc2ccc(C)cc2)cc1 (stereo not drawn)	-9	9	1.2	0	-3	-2	0.99	102	-11
19	COc1ccc(C(=O)OC(C)CN2CCN(C)CC2)cc1OC (stereo not drawn)	-12	0	1.1	4	4	-3	1	147	-19
20	COc1ccc(NC(=O)c2c(SC)nsc2SC)cc1	7	-3	1	-2	-2	0	1	78	0
21	Cc1sc2nc(SCC(=O)NCc3ccco3)n(C)c(=O)c2c1C	7	6	1.1	2	-5	-3	1	106	7
22	CCc1ncc(C(O)c2cccc(OC)c2OC)n1C (stereo not drawn)	-7	-5	1	10	3	-2	0.99	87	-6
23	Cc1ccc(-c2nn(C)c(=O)c3ccccc23)cc1CNC(=O)CSc1nc2ccccc2o1	14	5	1.1	-4	-2	-1	0.99	101	-11
24	COC(=O)CN(C#N)c1nc(OC)nc(N(C)C)n1	1	1	1.1	13	7	-2	1	83	15
25	c1ccc(-c2ccccc2-c2nc(-c3cccnc3)no2)cc1	-4	7	1.1	-4	1	-6	0.98	139	7

The closing 2 compounds of the section above open the next one.
cpd	canonical_smiles	Cdc25B inh	JNK3 inh	Autofluor 339	ROCK2 blocker	PKA inh	Hsp90 block	A340 absorber	Her2 expr inh	DUSP1 inh
24	COC(=O)CN(C#N)c1nc(OC)nc(N(C)C)n1	1	1	1.1	13	7	-2	1	83	15
25	c1ccc(-c2ccccc2-c2nc(-c3cccnc3)no2)cc1	-4	7	1.1	-4	1	-6	0.98	139	7
26	CCc1cn([C@H]2C[C@H](O)[C@@H](CO)O2)c(=O)[nH]c1=O	-12	-5	1	-1	-7	0	0.99	99	-9
27	O=C(NCc1ccc2c(c1)OCO2)c1cccc(C(=O)NCc2ccc3c(c2)OCO3)c1	-6	-3	1.1	-2	-9	3	1	80	6
28	O=c1[nH]c2c(c3c1CCCC3)CCCC2	2	2	1	10	13	1	0.99	122	-17
29	CCCNC(=O)CS(=O)(=O)Cc1nc(-c2ccccc2C)oc1C	-3	6	1.1	2	-2	-2	1.1	89	7
30	CN1CCN(c2oc(-c3ccco3)nc2S(=O)(=O)c2ccccc2)CC1	-17	2	1.1	8	8	-2	1.1	100	5
31	CCOC(=O)N1CCN(C(=O)c2cc(S(=O)(=O)N3CCCC3)cn2C)CC1	3	-7	1	2	-2	3	0.99	83	11
32	CC(C)CN(CC(C)C)C(=O)C12CCC(C)(C(=O)C1)C2(C)C (stereo not drawn)	-12	-4	1.1	3	12	-5	1	110	-3
33	CCOc1ccc(C(O)c2nccn2Cc2ccccc2)cc1 (stereo not drawn)	2	-9	1.1	0	-3	-2	1	123	7
34	COc1ccc(NC(=O)C2CCN(C(=O)NCc3ccccc3)CC2)cc1	-11	6	1	7	12	2	0.98	106	-26
35	Cc1cc(C(=O)CN(Cc2ccc(F)cc2)S(=O)(=O)c2ccc3c(c2)OCCO3)c(C)n1C	-20	-1	1.1	4	9	-5	1	99	26
36	COc1cc(CN2CC(C)OC(C)C2)cc(OC)c1 (stereo not drawn)	-6	1	1.1	5	11	-2	1	115	3
37	CC(C)OC(=O)CSc1nnc(-c2ccco2)n1N	-4	1	1.1	-5	0	-3	0.99	70	-12
38	O=C(Nc1nnc(-c2ccc3c(c2)OCCO3)o1)c1ccc(Cc2ccccc2)cc1	5	-3	2.1*	6	2	-3	1.1	96	16
39	Cc1onc(-c2c(Cl)cccc2Cl)c1C(=O)Nc1ccc2c(c1)OCO2	-12	-3	1.1	6	10	14	1	73	2
40	O=C(C1CCN(S(=O)(=O)c2cccc3nsnc23)CC1)N1CCN(c2ccccc2F)CC1	-6	2	1	-1	-4	-4	1	87	28
41	c1ccc(NCc2nnc3n2CCCCC3)cc1	-3	2	1.1	7	12	0	1	104	-16
42	CCOC(=O)[C@H](CCc1ccccc1)N[C@@H](C)C(=O)N1CCC[C@H]1C(=O)O	-2	-1	0.99	-6	-12	2	0.98	94	0
43	O=C1CCCC(O)=C1C1C2=C(CCCC2=O)Oc2ccccc21 (stereo not drawn)	-1	-3	1	-2	-8	-1	1	111	9
44	CC(C)c1nnc(NC(=O)C2CCN(c3nc4ccccc4s3)CC2)s1	-5	0	1	2	8	-1	1	81	16
45	CC(=O)Nc1c(O)n(C)c2ccccc12	3	3	0.99	5	6	-3	0.98	128	1
46	CC1=C(C(=O)OC(C)C)C(c2c[nH]c3ccccc23)n2ncnc2N1 (stereo not drawn)	0	0	1.1	5	5	-3	1	75	0
47	CCOC(=O)c1cc(C#N)c(SCC(=O)c2cc(C#N)c(SC)nc2C)nc1C	1	-5	1.9	-4	8	-1	1.1	28	36
48	CCS(=O)(=O)CCSc1nc(C)cc(C)c1C#N	-1	-1	1.1	6	11	-1	1.1	110	-3
49	O=C(COC(=O)c1ccc(S(=O)(=O)N2CCCC2)cc1)NCc1ccccc1	-3	-2	1.1	6	3	0	1	94	3
50	Cc1ccc(NC(=O)CS(=O)CC(=O)NCCCN(C)c2ccccc2)cc1 (stereo not drawn)	2	0	0.99	0	10	-7	1	95	3

Continuation.
cpd	canonical_smiles	Cdc25B inh	JNK3 inh	Autofluor 339	ROCK2 blocker	PKA inh	Hsp90 block	A340 absorber	Her2 expr inh	DUSP1 inh
51	Cc1ccc(NC(=O)C2CCCN(S(=O)(=O)c3ccc4c(c3)oc(=O)n4C)C2)nc1 (stereo not drawn)	-2	6	1.1	1	5	-4	1	89	8
52	CCCOc1ccc(CCN2CCC(=O)NC2=O)cc1C	-3	·	1.1	·	·	·	1	96	3
53	CC(=O)c1cccc(N=C2NC(=O)C(CO)(CO)S2)c1	0	0	1.1	-2	6	-5	0.99	106	-33
54	Cc1ccc(S(=O)(=O)N2CCN(Cc3cccc(C)c3O)CC2)cc1	-4	0	1.1	4	6	-1	1	104	-10
55	Cc1ccc(S(=O)(=O)NC(C)C(c2cccs2)N2CCN(C)CC2)cc1 (stereo not drawn)	-3	·	1.1	·	7	1	1	127	31
56	O=C(Nc1cccc(Oc2ccc3c(c2)C(=O)NC3=O)c1)c1ccco1	-3	-7	1.1	-2	6	-3	1	121	4
57	O=C(NC1CCCCC1)C1CCN(S(=O)(=O)c2cccc3cccnc23)CC1	-2	-9	1.1	-2	5	4	1.1	81	28

Molecules shown so far containing an NH in an aromatic ring:
cpd	canonical_smiles	Cdc25B inh	JNK3 inh	Autofluor 339	ROCK2 blocker	PKA inh	Hsp90 block	A340 absorber	Her2 expr inh	DUSP1 inh
8	Cn1c(=O)c2[nH]c(CN(Cc3ccccc3)Cc3ccccc3)nc2n(C)c1=O	-7	2	1.1	0	-2	-2	1	83	-1
9	O=c1cc(-c2ccccc2)nc(N2CCN(Cc3ccccc3)CC2)[nH]1	-3	8	1.1	1	-4	-6	1.1	94	16
11	Cc1ccc(C)c(Cn2nnc3c(=O)[nH]c(C4CCCN(C(=O)CC(C)C)C4)nc32)c1 (stereo not drawn)	-8	5	0.98	-1	-1	-1	1	95	13
26	CCc1cn([C@H]2C[C@H](O)[C@@H](CO)O2)c(=O)[nH]c1=O	-12	-5	1	-1	-7	0	0.99	99	-9
28	O=c1[nH]c2c(c3c1CCCC3)CCCC2	2	2	1	10	13	1	0.99	122	-17
46	CC1=C(C(=O)OC(C)C)C(c2c[nH]c3ccccc23)n2ncnc2N1 (stereo not drawn)	0	0	1.1	5	5	-3	1	75	0

Not all compounds are listed. The share of hits here may be higher or lower than overall.
